Assay outcomes from PubChem BioAssay.
TSHR antagonist: Antagonists of the Thyroid Stimulating Hormone Receptor: HTS campaign | Thyrotropin receptor (Homo sapiens), P16473 | TSHR-expressing cells, TSH-stimulated cAMP HTRF, 2 h; hits give low values | activity change, negative = inhibition, % at 11.5 µM | 0.2% of 330,000 active | AID 504810, 2011;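 active = activity change below a set negative limit, meaning inhibition stronger than a set level, cut at about -70% in these data; inconclusive = activity change between two set negative limits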; also: % is scaled to controls: 0 for no effect and ±100 for the full control effect
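Inhibition of cAMP made by TSHR-expressing cells under TSH stimulation (4nM final, EC80; 2 h, 37 deg C) is quantified with a one-step lysis HTRF kit, anti-cAMP cryptate versus cAMP-d2.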
TRPV1 agonist: HTS Assay for Compounds that Act as Agonists of the Vanilloid Receptor 1; 0.19% of 320,000 active; activation, % at 8.33 µM; AID 540275, 2011; Transient receptor potential cation channel subfamily V member 1 (Homo sapiens), Q8NER1; TRPV1-expressing cells, Fluo-8 calcium influx, agonist mode; in the data active = activation above about 80%; inconclusive = between about 30% and that limit; also: 0% is about no effect
Target sequence (Q8NER1 whole entry, looked up): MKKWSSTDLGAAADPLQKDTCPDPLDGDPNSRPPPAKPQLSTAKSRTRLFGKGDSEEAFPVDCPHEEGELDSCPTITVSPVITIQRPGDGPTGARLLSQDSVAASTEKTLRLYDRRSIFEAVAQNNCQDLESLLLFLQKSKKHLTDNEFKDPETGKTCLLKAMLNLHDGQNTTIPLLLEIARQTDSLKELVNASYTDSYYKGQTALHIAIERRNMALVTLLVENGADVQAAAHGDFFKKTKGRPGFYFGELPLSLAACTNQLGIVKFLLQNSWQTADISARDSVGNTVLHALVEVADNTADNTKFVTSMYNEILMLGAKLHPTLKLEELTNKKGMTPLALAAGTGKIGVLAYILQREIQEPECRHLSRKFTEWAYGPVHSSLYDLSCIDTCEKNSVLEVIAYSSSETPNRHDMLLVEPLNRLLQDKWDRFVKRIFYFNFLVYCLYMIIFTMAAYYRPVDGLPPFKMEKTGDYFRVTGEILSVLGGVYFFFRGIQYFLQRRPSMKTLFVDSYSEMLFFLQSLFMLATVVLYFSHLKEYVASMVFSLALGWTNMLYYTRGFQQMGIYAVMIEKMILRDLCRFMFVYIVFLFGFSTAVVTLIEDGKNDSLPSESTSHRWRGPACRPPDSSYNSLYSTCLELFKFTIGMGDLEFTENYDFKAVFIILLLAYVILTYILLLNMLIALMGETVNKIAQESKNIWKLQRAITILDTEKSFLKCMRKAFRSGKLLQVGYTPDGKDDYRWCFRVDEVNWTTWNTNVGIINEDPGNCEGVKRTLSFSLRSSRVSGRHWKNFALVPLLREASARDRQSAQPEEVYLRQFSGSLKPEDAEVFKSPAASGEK
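Fluo-8 calcium influx in TRPV1-expressing cells, kinetic read (ex 480/em 520 nm). Compound added and read 3 min for agonist activity, followed by capsaicin at EC20 final and 2 min further read for enhancement.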
KCNH2 WT inh: qHTS for Inhibitors of KCHN2 3.1: Wildtype qHTS. activity change, % at 1.84 µM. 0.37% of 340,000 active. U2OS, BacMam KCNH2, thallium flux FluxOr; hits give low values;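 active = maximum activity change below -70%; inconclusive = maximum activity change between -70% and -50%; inactive = maximum activity change above -50%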; also: % is scaled to controls: 0 for no effect and ±100 for the full control effect
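U2OS cells were transduced with wild-type KCNH2 virus (2.03 x 10^8 / mL) for 4 h at room temperature, then cultured overnight at 37 C. Thallium flux was read with FluxOr dye. Rate constants were normalized to DMSO controls.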
Mito fusion act: qHTS Assay for Small Molecule Inhibitors of Mitochondrial Division or Activators of Mitochondrial Fusion; Potency, µM (titrated, usually from 46.1 µM), without a hit: at the highest dose growth rescue (activation), most hits filed as activators; S. cerevisiae fusion-defective mutant growth rescue, CellTiterGlo 48 h; 0.23% of 320,000 active;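 also: potency is read from the fitted curve at half-maximal effect; % of control where 0% means no effect; nearly all actives have a fitted effect of over 45% in size; temperature-sensitive fusion mutants such as fzo1-1 at 37 °C on non-fermentable ethanol glycerol medium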
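Read-out: ATP-based luminescence (CellTiterGlo, 10 min ambient) reporting growth of fusion-defective ts yeast after 48 hours at 37C on glycerol/ethanol YPEG medium in the presence of compound.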
Eya2 phos inh: qHTS Assay for Inhibitors of the Phosphatase Activity of Eya2; Potency, µM (highest dose often 76.9 µM), for inactives: top-dose activity, negative = inhibition, hits mostly inhibitors; Protein phosphatase EYA2 (Homo sapiens), O00167; recombinant Eya2, OMFP fluorescence dephosphorylation (OMFP is methylfluorescein phosphate); AID 488837, 2010; 0.006% of 330,000 active; also: potency is read from the fitted curve at half-maximal effect; % is scaled to controls: 0 for no effect and ±100 for the full control effect
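Eya2 (0.2 uM) preincubated 10 min at ambient with compound, then OMFP substrate added at 50 uM; 10 min reaction in 50 mM HEPES pH 7.5, 50 mM NaCl, 5 uM MgCl2, 0.05% BSA, 1 mM DTT. Fluorescence read at Ex 485/Em 525 nm.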
ELG1 repair inh: qHTS screen for small molecules that inhibit ELG1-dependent DNA repair in human embryonic kidney (HEK293T) cells expressing luciferase-tagged ELG1; HEK293T ELG1-luciferase reporter, luminescence, 16 h; DNA damage induced by 5-fluorouridine; Potency, µM (titrated, usually from 46.1 µM), inactives show at the top dose activity change, negative = inhibition, usual class: inhibitors; 2.3% of 330,000 active; AID 504467, 2011; also: potency is read from the fitted curve at half-maximal effect; % is scaled to controls: 0 for no effect and ±100 for the full control effect; nearly all actives have a fitted effect of over 55% in size
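DMSO vehicle served as the neutral condition. Each well held 2,000 cells given 5-fluorouridine plus compound; after 16 hr at 37 °C/5% CO2, ONE-Glo was added and luciferase measured 30 min later.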
A-T KAP1 phos: qHTS Assay for Identifying a Potential Treatment of Ataxia-Telangiectasia; Potency, µM (titrated, usually from 57.5 µM), for the others: at the highest dose activation, usual class: activators; […] A-T fibroblasts, KAP-1 phosphorylation AlphaLISA; neocarzinostatin DNA damage 30 min before lysis; 0.19% of 320,000 active; also: potency is read from the fitted curve at half-maximal effect; % of control where 0% means no effect; nearly all actives have a fitted effect of over 45% in size
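hTERT-immortalized A-T patient fibroblasts ([…]), 500 cells/well in OPTI-MEM, 1% FBS, got compounds for 60 min, then NCS for 30 min at 37C. Lysates were then assayed for phospho-KAP-1 by AlphaLISA (anti-pKAP1 donor, anti-KAP1 acceptor beads), 6 hr at 25C.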
USP2a inh: qHTS Assay for Inhibitors of Ubiquitin-specific Protease USP2a Using CHOP2 as the Reporter; AID 463254, 2010; Ubiquitin carboxyl-terminal hydrolase 2 (Homo sapiens), O75604; USP2 core, Ub-CHOP2 coupled fluorogenic reporter, 485/531; Potency, µM (titrated, usually from 38.3 µM), for the others: top-dose activity change, negative = inhibition, actives largely listed as inhibitors; 0.01% of 330,000 active;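 also: potency is read from the fitted curve at half-maximal effect; plate controls were DMSO wells for no effect and full inhibition by NEM control for full effect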
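Cell-free coupled assay: 10nM USP2 core preincubated 30min RT with compound in Tris-HCl pH 8.0/CaCl2/CHAPS buffer, then 25nM Ub-CHOP2 and 25nM reporter substrate; fluorescence (Ex 485/Em 531) read after 60min RT, normalized to NEM inhibition, concentration-response curves fitted.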
KCNH2 3.1 block: qHTS for Inhibitors of KCHN2 3.1: Mutant qHTS. Potassium voltage-gated channel subfamily H member 2, brain isoform KCNH2 3.1 (human). U2OS KCNH2 3.1, thallium flux FluxOr; hits give low values. activity change, % (tested at about 1.8 µM). 0.95% of 340,000 active. AID 720553, 2013;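 active = maximum activity change below -70%; inconclusive = maximum activity change from -70% to -50%; inactive = maximum activity change above -50%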;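 also: thallium influx rate constant from kinetic fluorescence after stimulation buffer; % is scaled to controls: 0 for no effect and ±100 for the full control effect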
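Thallium flux read-out: FluxOr dye with Red40 quencher in HBSS/HEPES, 45 min at RT. Rate constants from kinetic reads were normalized to positive and negative DMSO controls. Cells: U2OS virally expressing the 3.1 isoform.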
TCR activator: Activators of T cell receptors: qHTS campaign; 330,000 tested, under 10 active; Potency, µM (series often up to 9.22 µM), for the others: top-dose activation of IL-2 secretion, usual class: activators; primary human leukocytes, anti-CD3, IL-2 HTRF, 48 h; also: % of control where 0% means no effect
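Primary human leukocytes were stimulated with a-CD3 beads plus compounds for 48 hr without co-stimulation; secreted IL-2 was quantified by HTRF using a-IL-2-K (europium cryptate) and a-IL-2-d2, excited at 320nm with acceptor emission read at 665nm.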
* hit, by the source's call; ? = inconclusive; . = not tested or not shown; [ ] = remark or other dose. Unless noted, calls follow the shape of the dose curve; as a rule, active = well fitted curve in the direction sought with a large enough effect; inconclusive = small, poorly fitted or top-dose-only effect, or another doubt; inactive = no such curve, though single readings can be large; an effect the other way counts as inactive or inconclusive. These rows are one share of the data. The share of hits here may be higher or lower than overall.

SMILES	TSHR antagonist	TRPV1 agonist	KCNH2 WT inh	Mito fusion act	Eya2 phos inh	ELG1 repair inh	A-T KAP1 phos	USP2a inh	KCNH2 3.1 block	TCR activator
Nc1nnc(SCC(=O)NCC(=O)Nc2ccc(F)c(F)c2F)s1	7	-1	22	0%	10%	4%	-1%	4%	-119*	.
CCCN(CC(=O)Nc1ccccc1OC)C(=O)CSc1nc(C)cc(C)n1	-4	1	-2	0%	28%	4%	-2%	1%	5	3%
Cc1ccsc1/C=N/Nc1nc2ccccc2s1	-2	?	-4	6%	-9%	?	19%	0%	-17	6%[46.1 µM]
Cc1ccc(-c2cc(C(=O)Nc3nn[nH]n3)c3ccccc3n2)c(C)c1	-4	3	-12	2%	24%	14%	1%	-1%	-9	.
COc1ccc(CC(=O)Nc2cc(Cl)ccc2N2CCCC2)cc1	-7	14	25	-10%	-22%	-9%	10%	-1%	-18	-9%
O=C(NCCc1ccccc1)NC1CCCCC1	1	7	2	-2%	-3%	?	1%	0%	9	.
O=[N+]([O-])c1cccc(NC(=S)N2CCN(c3ccccn3)CC2)c1	4	4	2	-4%	2%	0%	0%	0%	-8	-2%
COc1ccc(Cl)cc1NC(=O)Nc1cc(C)on1	10	?	-2	7%	-3%	?	2%	0%	-2	1%
COc1ccc2nc3oc(C(=O)N4CC(C)CC(C)C4)cc3cc2c1 (stereo not drawn)	-9	13	-5	8%	-1%	?	11%	1%	0	-5%
O=C(Cc1cccc2ccccc12)NCC(=O)Nc1ccccc1F	8	-3	-1	-3%	8%	5%	10%	0%	-8	10%
Cc1nn2c(-c3ccc(S(=O)(=O)N4CCN(CCO)CC4)o3)nnc2c2ccccc12	-8	2	0	1%	4%	1%	2%	2%	-23	-12%
C(=N\n1cnnc1)/c1ccc(OC2CSC2)cc1	6	3	2	-3%	2%	15%	-2%	3%	-17	1%
Cc1ccc(/C=C/C(=O)O)cc1S(=O)(=O)N1CCc2ccccc2C1	-17	2	-2	0%	11%	-13%	4%	1%	-11	2%
CN(Cc1cnn(C)c1)Cc1nc(-c2ccc(Cl)cc2)no1	-14	-1	0	3%	-1%	-4%	-1%	-4%	-5	-8%
Cc1cccc(C(=O)Nc2cc(S(=O)(=O)N3CCOCC3)ccc2N2CCCCC2)c1	7	?	-1	22%	-19%	?	-8%	2%	1	1%
COc1ccc(C2CC(=O)C=C(NC3CCCC3)C2)cc1 (stereo not drawn)	-7	0	3	3%	2%	6%	-6%	-2%	12	-2%[46.1 µM]
Cc1cc(Nc2cccc(Cl)c2)nc(-c2ccccc2O)n1	-12	3	-18	-2%	7%	-11%	23%	4%	9	13%
CCn1ccc2c(OCC(=O)NCCc3ccc(OC)c(OC)c3)cccc2c1=O	-12	1	-2	-3%	27%	?	3%	3%	-11	4%
Cc1ccc(Cn2c(CN3CC(C)OC(C)C3)nc3c2c(=O)n(C)c(=O)n3C)cc1 (stereo not drawn)	13	0	7	1%	-4%	6%	19%	0%	-11	7%
COc1cccc(OC)c1C(=O)N1CCOCC1	1	2	-23	-7%	4%	14%	-3%	1%	6	-9%[46.1 µM]
CC1Cc2ccccc2N1C(=O)COc1nc2ccccc2nc1N1CCOCC1 (stereo not drawn)	6	1	-10	3%	3%	-2%	-10%	5%	0	-4%
CCc1c(C(=O)Nc2ccc(C)c(C)c2)[nH]c(C)c1C(C)=O	-5	?	-8	?	-5%	?	-26%	-1%	4	-1%
Cc1nc2ccccc2n1CC(=O)N/N=C/c1cccs1	-4	0	17	-4%	-2%	-9%	0%	-2%	-6	-2%[46.1 µM]
CSc1ccc(CN2CCN(Cc3ccccc3)C(CCO)C2)cc1 (stereo not drawn)	-2	0	33	-2%	-12%	?	4%	-1%	11	-6%
O=C(NCCc1ccccc1)C1CCC(=O)N(CCCN2CCCC2=O)C1 (stereo not drawn)	2	4	5	3%	?	-3%	4%	0%	2	-1%
Next part:
SMILES	TSHR antagonist	TRPV1 agonist	KCNH2 WT inh	Mito fusion act	Eya2 phos inh	ELG1 repair inh	A-T KAP1 phos	USP2a inh	KCNH2 3.1 block	TCR activator
c1ccc(-c2nnc(OCC3CCCO3)c3ccccc23)cc1 (stereo not drawn)	-5	18	18	5%	0%	-11%	2%	-1%	7	4%
COc1ccc(-c2nnc3n2CCCCC3)cc1	-12	-1	6	-2%	-3%	7%	1%	2%	-1	-3%
CSCC(C)N1CCC(CCC(=O)NC2CC2)CC1 (stereo not drawn)	4	2	49	1%	-2%	3%	-6%	3%	8	-7%
O=c1cc2n(c(=O)[nH]1)CCC1=C2CCCC1	-8	-2	-2	1%	12%	8%	5%	-1%	8	0%
Cc1nnc(SCC(=O)Nc2cc(C(F)(F)F)ccc2Cl)n1C	29	-4	-19	8%	13%	0%	6%	4%	5	-6%
O=C(Nc1ccc(-c2nc3ccccc3o2)cc1)c1ccc(N2C(=O)C3C4C=CC(C4)C3C2=O)cc1 (stereo not drawn)	?	-2	3	-6%	7%	10%	0%	4%	-8	.
COc1ccc(NC(=O)CS(=O)(=O)c2cn(CC(=O)N3CCOCC3)c3ccccc23)cc1OC	6	0	7	-1%	15%	-10%	7%	4%	2	3%
CC(C)(C)/C(O)=C/c1nc2ccccc2oc1=O	0	-4	-5	14%	-9%	?	-1%	-4%	32	0%
O=C(CCC(=O)c1ccc(Br)cc1)Nc1cccnc1	4	5	11	1%	-14%	-1%	3%	-1%	14	-6%
CC(C)NC(=O)Cn1c(SCC(=O)c2ccc(F)cc2)nc2ccccc21	-1	-2	-3	0%	-9%	4%	.	-1%	0	-4%[46.1 µM]
Cc1nn(Cc2ccc(Cl)cc2)c(C)c1NC(=O)c1cc(-c2ccc3c(c2)OCO3)on1	-8	3	-5	-6%	0%	18µM*	-1%	-22%	-32	0%
Cc1ccc(C)c2c(N)c3c(nc12)CCCCC3 (tested in a mixture with another compound)	-5	-3	7	-4%	4%	2%	4%	1%	1	-2%
CCOc1ccccc1NC(=O)c1ccc2c(c1)C(=O)N(CC)C2=O	-10	3	2	2%	-10%	11%	-3%	4%	-1	.
O=C(N/N=C/c1ccc2ccccc2c1)c1ccc(COc2ccc3c(c2)CCC3)o1	-1	5	7	-1%	3%	?	1%	1%	-29	-1%
COc1ccc(NS(=O)(=O)c2ccc(Br)cc2)cn1	2	1	-10	18%	-6%	10%	5%	-4%	-2	4%
CC(=O)Nc1ccc(NC(=O)COC(=O)c2ccc(S(=O)(=O)NCc3ccco3)cc2)cc1	10	.	-1	.	-7%	-23%	3%	-1%	-5	1%
CC(C)Cc1ccc(CN2CCCC(NC(=O)c3ccnn3C)C2)cc1 (stereo not drawn)	-9	6	30	-6%	-7%	21%	1%	-2%	?	3%
COc1ccc(N2CCN(Cc3nc(N)nc(Nc4ccc(C)c(Cl)c4)n3)CC2)cc1	1	-1	31	21%	-15%	13µM*	-1%	-5%	-73*	-2%
OCCNCCCOc1cc(Cl)ccc1Cl	-1	5	-1	-1%	8%	?	1%	1%	8	-2%
CC(=O)N1CCN(C(=O)c2cc(C)oc2C)CC1	2	.	-5	.	2%	-1%	6%	-3%	-5	-6%
CC(=O)Nc1cc(C)nn1-c1nc2ccccc2s1	-12	10	-4	21%	9%	?	2%	1%	-7	6%
COc1ccc(N2C(=O)CC(c3ccc([N+](=O)[O-])cc3)C2=O)cc1 (stereo not drawn)	-8	-5	-5	11%	8%	12%	-10%	0%	-5	-1%
CC(C)(C)NC(=O)c1nc2nc(-c3ccccc3)cc(C(F)(F)F)n2n1	4	1	2	5%	-3%	-1%	-5%	3%	-3	0%[46.1 µM]
O=C(O)c1ccc(S(=O)(=O)c2ccc([N+](=O)[O-])cc2[N+](=O)[O-])cc1	4	1	-12	-71%[inhibitor]	10%	-6%	-7%	8%	11	4%
COc1cccc(NC(=O)c2ccc3c(c2)N(CC(=O)N2CCOCC2)C(=O)C(C)(C)O3)c1	-8	6	-4	-1%	21%	5%	6%	3%	15	-2%
